Source: PubChem BioAssay
Nrf2 activator = qHTS of Nrf2 Activators | AREc32 ARE-luciferase reporter (MCF7-derived line), luminescence, 24 h | Potency, µM (highest dose often 46.1 µM), inactives show top-dose activation, actives largely listed as activators | actives 0.31% (n = 410,000) | AID 624171, 2012; also: potency is read from the fitted curve at half-maximal effect; % of control where 0% means no effect; nearly all actives have a fitted effect of over 65% in size
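Luminescent ARE reporter assay in AREc32_Fluc cells: overnight plating at 37 deg C, 24 hr compound incubation, Steady-Glo added, 30 min RT before reading.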
EPAC2 agonist = qHTS for Agonist of cAMP-regulated guanine nucleotide exchange factor 4 (EPAC2): primary screen; Rap guanine nucleotide exchange factor 4 (Homo sapiens), Q8WZA2; EPAC2 activation, biochemical qHTS; response scale: 100% = 6.5 mM cAMP response; Potency, µM (top dose mostly 154 µM), without a hit: top-dose activation, hits mostly activators; actives 0.079% (n = 360,000); AID 720711, 2013; also: potency is read from the fitted curve at half-maximal effect; nearly all actives have a fitted effect of over 50% in size
Target sequence (Q8WZA2 whole entry, looked up): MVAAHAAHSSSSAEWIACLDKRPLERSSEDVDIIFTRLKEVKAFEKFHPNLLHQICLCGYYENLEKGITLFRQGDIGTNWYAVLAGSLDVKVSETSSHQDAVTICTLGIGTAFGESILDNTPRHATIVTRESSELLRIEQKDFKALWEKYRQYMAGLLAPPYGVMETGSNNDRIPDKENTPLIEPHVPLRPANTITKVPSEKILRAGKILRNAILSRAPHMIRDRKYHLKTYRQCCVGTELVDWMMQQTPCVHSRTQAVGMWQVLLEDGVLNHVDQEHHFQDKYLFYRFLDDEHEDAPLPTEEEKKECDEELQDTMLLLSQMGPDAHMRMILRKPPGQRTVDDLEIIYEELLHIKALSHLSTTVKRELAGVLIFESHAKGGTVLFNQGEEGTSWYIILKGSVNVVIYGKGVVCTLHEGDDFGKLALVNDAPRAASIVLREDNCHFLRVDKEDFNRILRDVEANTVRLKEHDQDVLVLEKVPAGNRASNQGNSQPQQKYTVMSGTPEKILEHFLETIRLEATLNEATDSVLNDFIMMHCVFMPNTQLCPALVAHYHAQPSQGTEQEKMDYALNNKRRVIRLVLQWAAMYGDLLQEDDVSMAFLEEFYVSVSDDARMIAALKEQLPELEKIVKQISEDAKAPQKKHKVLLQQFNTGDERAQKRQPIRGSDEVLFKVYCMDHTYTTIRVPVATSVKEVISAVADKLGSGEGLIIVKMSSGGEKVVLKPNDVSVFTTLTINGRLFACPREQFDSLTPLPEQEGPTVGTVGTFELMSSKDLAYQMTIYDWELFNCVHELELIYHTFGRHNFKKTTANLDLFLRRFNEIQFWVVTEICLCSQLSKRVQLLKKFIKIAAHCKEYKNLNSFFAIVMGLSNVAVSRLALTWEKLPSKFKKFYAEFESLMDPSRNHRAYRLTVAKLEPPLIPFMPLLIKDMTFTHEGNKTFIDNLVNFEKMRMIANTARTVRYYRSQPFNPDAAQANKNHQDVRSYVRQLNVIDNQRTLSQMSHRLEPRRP
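qHTS, titration series. 100 nM EPAC2 / 250 nM Rap1B-BODIPY-GDP / 50 uM GDP; RT; ex 480/em 540 nm, 5-min reads to 30 min. Norm. to 6.5 mM cAMP = activation.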
TGFb inhibitor = qHTS for Inhibitors of TGF-b | HepG2 CAGA-GFP TGF-b/SMAD3 reporter, GFP fluorescence, 18 h; TGF-beta stimulated, 500 pg/mL final | Potency, µM (doses to about 46.1 µM), for the others: at the highest dose activity, negative = inhibition, hits mostly inhibitors | actives 1.2% (n = 410,000) | AID 588855, 2011; also: potency is read from the fitted curve at half-maximal effect; % is scaled to controls: 0 for no effect and ±100 for the full control effect; nearly all actives have a fitted effect of over 65% in size
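Cell-based qHTS in HEPG2 carrying a CAGA-GFP Smad reporter; compounds added before 500 pg/mL final TGF-beta, 18 h incubation at 37 degrees C, GFP fluorescence quantified per cell by imaging cytometry.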
Nrf2 block = Nrf2 qHTS screen for inhibitors. A549 ARE-Fluc reporter, luciferase luminescence, 18-24 h. Potency, µM (series often up to 46 µM), inactives show top-dose activity change, negative = inhibition, hits mostly inhibitors. actives 2.1% (n = 360,000). AID 504444, 2011; also: potency is read from the fitted curve at half-maximal effect; % is scaled to controls: 0 for no effect and ±100 for the full control effect; nearly all actives have a fitted effect of over 60% in size
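Concentration-response testing used A549 ARE_Fluc cells at 5000 cells/well. Following an 18-24 h compound incubation, viability was read by fluorescence (Ex 405/Em 525) and luciferase output by luminescence.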
MmCpn inh = Inhibitors of TCP-1 ring complex (TRiC) of Methanococcus maripaludis (MmCpn): qHTS | actives 0.031% (n = 330,000) | AID 504842, 2011 | purified Mm-Cpn ATPase, ADP Transcreener TR-FRET | Chaperonin Mm-Cpn (Methanococcus maripaludis) | Potency, µM (doses to about 76.9 µM), without a hit: top-dose activity, negative = inhibition, usual class: inhibitors; also: potency is read from the fitted curve at half-maximal effect; % is scaled to controls: 0 for no effect and ±100 for the full control effect; nearly all actives have a fitted effect of over 80% in size
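Purified archaeal chaperonin (25 nM final) was preincubated with compound for 10 min at 37°C, then ATP (10 uM final) was added for 30 min at 37°C in Tris pH 7.4/KCl/MgCl2/DTT buffer. ADP was quantified by HTRF Transcreener TR-FRET.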
A549 tox = Nrf2 qHTS screen for inhibitors: counterscreen for cytotoxicity. A549 ARE-Fluc cells, CellTiter-Fluor viability, 18-24 h. Potency, µM (doses to about 46 µM), for the others: at the highest dose activity change, negative = cytotoxicity, actives largely listed as inhibitors. actives 0.16% (n = 390,000); also: potency is read from the fitted curve at half-maximal effect; % is scaled to controls: 0 for no effect and ±100 for the full control effect
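A549 ARE-Fluc cells in 5% FBS OPTI-MEM, 5000 cells/well, rested 2 h then exposed to compounds in concentration-response for 18-24 h at 37 °C. Viability by CellTiter-Fluor fluorescence (Ex 405/Em 525) after 30 min; luciferase luminescence (BugLite, 15 min, RT) read afterwards.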
EPAC2 antag = qHTS for Antagonist of cAMP-regulated guanine nucleotide exchange factor 2 (EPAC2): primary screen | AID 720708, 2013 | Rap guanine nucleotide exchange factor 4 (Homo sapiens), Q8WZA2 | EPAC2 GEF exchange of Rap1B-BODIPY-GDP, fluorescence | actives 0.18% (n = 360,000) | Potency, µM (titrated, usually from 114 µM), inactives show top-dose activity, negative = inhibition, actives largely listed as inhibitors; also: potency is read from the fitted curve at half-maximal effect; % is scaled to controls: 0 for no effect and ±100 for the full control effect; nearly all actives have a fitted effect of over 45% in size; many of its hits are not listed in these tables
CCT chaperon mod = High-Throughput Screening for Modulators of Cytosolic Chaperonin Activity; actives 0.3% (n = 360,000); activity change, % (no concentration beside the values), hits read low; purified chaperonin ATPase assay, HTRF ADP detection, 30 min; AID 651819, 2012; in the data active = activity change below about -30%; also: % is scaled to controls: 0 for no effect and ±100 for the full control effect
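Enzyme 40 or 20 nM (batch-dependent) in Tris pH 7.4/KCl/MgCl2/DTT; cpd 76 uM single point; ATP 10 uM; 30 min 37 °C; Transcreener ADP HTRF detection, 30 min RT; ratio 665/615.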
pAkt inh = HTS Assay for Inhibitors of Akt Phophorylation: Primary Screen. activity change, % for hits at 50 µM. actives 0.32% (n = 360,000). Neuro2A IGF-stimulated pAkt S473 HTRF, 20 min; active compounds read low; in the data active = activity change below about -80%; inconclusive = mostly about -51% to -80%; also: % is scaled to controls: 0 for no effect and ±100 for the full control effect
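Single-point screen (50 µM final compound) in Neuro2A cells stimulated 20 min with 6 nM IGF at 37 deg C. After lysis, Ser473-phosphorylated Akt read by HTRF (ex 330 nm, em 615/665 nm) as the 665/615 ratio.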
* marks the source's active call; other numbers are inactive results; i = inactive; ? = inconclusive; . = not tested or not shown; & = joins results of further samples; [ ] = remark or other dose. Unless noted, calls follow the shape of the dose curve; as a rule, active = well fitted curve in the direction sought with a large enough effect; inconclusive = small, poorly fitted or top-dose-only effect, or another doubt; inactive = no such curve, though single readings can be large; an effect the other way counts as inactive or inconclusive.

SMILES	Nrf2 activator	EPAC2 agonist	TGFb inhibitor	Nrf2 block	MmCpn inh	A549 tox	EPAC2 antag	CCT chaperon mod	pAkt inh
Cc1[nH]n(C(N)=S)c(=O)c1N=Nc1ccc2ccccc2c1	11%	14%	1%	?	0%	-9%	-17%	-1.3	i
O=C(NNC(=O)C1CCCCC1)c1ccncc1	-0.7%	6%	1%	-23%	0%	-3%	2%	-0.3	i
CC(=O)C1=C(O)C(=O)N(c2ccc(Br)cc2)C1c1cccc(F)c1 (configuration not stated)	-0.6%	1%	-13%	-27%	-8%	-8%	?	-4.3	i
CN(c1ccccc1)S(=O)(=O)c1ccc(C(=O)NNC(=O)c2ccccc2)cc1	0.0%	4%	13%	18%	-1%	6%	-9%	-0.8	i
CC1(C)CC(=O)C=C(NCC(=O)O)C1	-0.5%	13%	-3%	4%	0%	1%	-1%	1.2	i
CCN(CC(=O)Nc1c(F)cccc1F)C(=O)CCSc1ccc(F)cc1	-0.2%	3%	-3%	-5%	?	3%	10%	-0.3	i
CCCCCN(C(=O)CCC(=O)OCC(=O)c1cccc(OC)c1)c1c(N)n(CCCC)c(=O)[nH]c1=O	0.5%	-10%	-13%	1%	2%	-7%	-3%	-8.9	i
COc1ccc(CCC(=O)Nc2cc(S(=O)(=O)N3CCCCC3)ccc2N(C)C)cc1	0.0%	2%	10%	5%	1%	12%	9%	-0.7	i
CN(C)CCNC(=O)c1cccc(-c2cc(NC=O)c3ncc(-c4cccc(C(F)(F)F)c4)n3c2)c1	-2.6%	6%	?	.	.	.	-23%	-1.2	i
Cc1ccccc1NC(=O)Nc1cccs1	3.3%&11%	10%	21%	-7%&0%	-2%	8%&4%	-8%	1.5	i
Cc1cc(=O)[nH]c(SCC(=O)NC2CCCCCC2)n1	-0.5%	4%	0%	-14%	0%	-8%	-8%	-0.5	i
CCn1c(SCC(=O)Nc2cc(C)on2)nnc1-c1c[nH]c2ccccc12	-0.1%	7%	13%	3%	0%	-7%	13%	2.3	i
Cc1csc(Sc2ccc([N+](=O)[O-])cc2C(=O)OCC(=O)NC2CCCC(C)C2C)n1 (configuration not stated)	-0.7%	-2%	27%	.	0%	-13%	-3%	-6.7	i
CC(C)C(=O)N1CCC(c2nc(-c3ccc(S(=O)(=O)N4CCN(C)CC4)cc3)no2)CC1	-0.4%[9.22 µM]	5%	9%	0%	1%	5%	0%	0.8	i
CCCOc1ccc(NC(=O)CC2C(=O)N(c3ccc(C)cc3)C(=O)N2C2CCCC2)cc1 (configuration not stated)	4.3%	.	?	21%	.	-14%	.	.	.
CC(C)(O)P(=O)(O)CCc1ccccc1	-0.2%	-3%	-5%	4%	-13%	1%	13%	-1.6	i
Cc1cc(C)c(S(=O)(=O)N2C[C@H]3CON(C)[C@H]3C[C@H]2c2ccc(N3CCCCC3)cc2)c(C)c1	5.2%	4%	?	.	.	.	7%	0.5	i
CNc1c(NS(=O)(=O)c2ccc(Br)cc2)c(=O)oc2ccccc12	2.0%	3%	?	4%	-2%	-4%	6%	-0.9	i
CCN(CC)CCCNC(=O)c1c(O)c2c([nH]c1=O)CCCC2	0.3%	2%	13%	-3%	2%	15%	16%	-4.6	i
COc1ccc(/C=C(\NC(=O)c2ccc(Cl)cc2)C(=O)NCCCN2CCOCC2)cc1OC	0.4%	-4%	12%	-9%	-2%	-5%	-3%	0.4	i
c1ccc(-c2cn3c4c(sc3n2)CCCC4)cc1	-0.1%&-2.7%	13%&2%	-10%&-4%	?	0%	12%&1%	-8%&-3%	-2.4&-1.3	i
CCC1CCCCN1CC(=O)Nc1cc(OC)c(OC)cc1C#N (configuration not stated)	-0.3%	0%	4%	11%	1%	-3%	4%	2.6	i
CCc1ccc2c(CN3CCc4ccccc43)cc(=O)oc2c1	4.8%	7%	-33%	13%	-6%	-3%	3%	0.5	i
CCOC(=O)CNc1nc(Cl)nc(Nc2ccc(Cl)cc2)n1	2.0%	-2%	1%	2%	2%	2%	-4%	0.9	i
CC(C)n1cc(C(=O)N2CCCC(N3CCN(c4cccc(Cl)c4)CC3)C2)cn1 (configuration not stated)	-1.1%	4%	-2%	1%	3%	-1%	11%	0.5	i
CC(C)CC(=O)N1CCN(C(=O)c2ccc(F)cc2)CC1	-0.7%[9.22 µM]	7%	0%	-4%	0%	7%	17%	-1.1	i
Cc1cc2oc(=O)cc(CN3CCCCC3)c2cc1C	0.0%	11%	-4%	2%	0%	-2%	-14%	-2.0	i
COC(=O)c1ccccc1NC(=O)CN1C(=O)CSC1=O	-0.4%	9%	-2%	3%	2%	1%	-12%	-2.1	i
NC(=O)c1cc(S(=O)(=O)N2CCOCC2)cs1	-0.3%	10%	3%	-11%	0%	3%	3%	-0.4	i
COc1cccc(C(=O)N/N=c2\sc3ccccc3n2C)c1	-0.1%[9.22 µM]	-10%	-9%	12%	1%	-1%	8%	-0.5	i
O=C(NNC(=O)C1CCCN(S(=O)(=O)c2cccc(F)c2)C1)C1CC1 (configuration not stated)	0.3%	6%	2%	3%	2%	7%	8%	0.6	i
COc1ccc(C(=O)CN2Cc3ccccc3C2=N)cc1	8.7%	6%	0%	?	3%	0%	1%	1.0	i
COc1ccc(N(C)S(=O)(=O)c2cccc(C(=O)N3CCN(c4ccccc4)CC3)c2)cc1	0.5%	0%	-2%	?	-1%	-2%	-7%	-1.0	i
CCOC(=O)c1nn(-c2ccc(F)cc2)cc1O	3.7%	6%	-2%	5%	-2%	1%	5%	-1.7	i
O=C(NCc1ccccc1F)c1cccc(S(=O)(=O)N2CCCCC2)c1	-0.1%	6%	-10%	-27%	0%	0%	2%	-0.9	i
CCCNC(=O)C1(C)CCCN(Cc2ccc3c(c2)OCO3)C1 (configuration not stated)	-0.7%[9.22 µM]	6%	10%	.	.	.	29%	0.3	i
Cc1nnc(Nc2ccc3c(c2)OCO3)c2ccccc12	2.8%	5%	13%	17%	-1%	-1%	13%	1.3	i
COc1cccc2cc(C(C)=O)oc12	0.2%	8%	8%	-10%	1%	-1%	2%	-2.7	i
CC(C)N1CCC1(C)C(=O)Nc1cccc(C#N)c1 (configuration not stated)	0.5%	0%	1%	.	.	.	22%	-0.1	i
CNCc1cc2ccc(C)cc2[nH]c1=O	5.1%	3%	10%	23%	1%	0%	2%	0.5	i
Cc1csc(=O)n1CC(=O)Nc1ccc(S(C)(=O)=O)cc1	-0.2%	10%	7%	0%	1%	2%	6%	0.1	i
CCOc1ccc(CCNC(=O)COC(=O)c2ccc3c(c2)OCCO3)cc1OCC	-0.5%	-14%	-2%	13%	-4%	1%	3%	-1.6	i
c1cc(C(c2nnnn2C2CCCCC2)N2CCN3CCCC3C2)ccn1 (configuration not stated)	-0.8%	10%	1%	11%	-3%	0%	3%	-4.4	i
COc1ccc(S(=O)(=O)NCc2cccnc2)cc1C	0.1%	9%	1%	3%	1%	-4%	-5%	-4.0	i
Cc1nc(S/C(=C/c2ccc(-c3cccc(Cl)c3)o2)C(=O)O)n[nH]1	2.8%	5%	143%[activator]	-7%	2%	?	4%	-3.7	i
CCN(CC)C(=O)C1=C(C)N(Cc2ccc(C(C)(C)C)cc2)C(=O)C(CC(=O)NCc2cccc3ccccc23)C1 (configuration not stated)	-2.9%	-4%	18µM*	.	.	.	-9%	2.1	i
O=C(O)c1ccc(S(=O)(=O)NC2CCCCC2)cc1	-0.5%	9%	-3%	9%	-1%	-2%	-3%	-1.2	.
Cc1onc(-c2ccccc2)c1C(=O)N1CCN(S(=O)(=O)c2ccccc2Br)CC1	1.3%	8%	18%	-13%	-5%	0%	-8%	-0.3	i

Reprinted at random: 3 compounds from above, in no set order.
SMILES	Nrf2 activator	EPAC2 agonist	TGFb inhibitor	Nrf2 block	MmCpn inh	A549 tox	EPAC2 antag	CCT chaperon mod	pAkt inh
Cc1onc(-c2ccccc2)c1C(=O)N1CCN(S(=O)(=O)c2ccccc2Br)CC1	1.3%	8%	18%	-13%	-5%	0%	-8%	-0.3	i
CCCNC(=O)C1(C)CCCN(Cc2ccc3c(c2)OCO3)C1 (configuration not stated)	-0.7%[9.22 µM]	6%	10%	.	.	.	29%	0.3	i
CCN(CC)CCCNC(=O)c1c(O)c2c([nH]c1=O)CCCC2	0.3%	2%	13%	-3%	2%	15%	16%	-4.6	i

The list is partial; count on the stated rates, not on these rows.
